CYP2C19 activ = activators of human cytochrome P450 2C19 | recombinant CYP2C19, luciferin-H EGE luminescence; hits give high values; 0 = fully inhibited enzyme, 1 = untreated enzyme | activation factor at 5 µM | 96,000 tested, under 10 active | AID 1025;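 active = activation factor of at least 2 at 5 µM in the primary screen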;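 note: 0 = wells with 2.5 mM tranylcypromine and 1 = vehicle-only wells; values of inactives mirror those of a sister screen read the other way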
CYP2C9 inhib = blocks human cytochrome P450 2C9 | P11712 | CYP2C9 Supersomes, luciferin-H conversion, luminescence | inhibition, % at 5 µM | hit rate 20% among 96,000 | AID 777;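 active = blocking of liver enzyme CYP2C9 beyond about 50% at 5 µM, limit read from the data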; note: values of inactives mirror those of a sister screen read the other way
Plk1 PBD FP = Plk1 (human) PBD binding inhibition; hit rate 0.13% among 97,000; inhibition, %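 (tested at about 20 µM)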; Plk1 PBD phosphopeptide binding, fluorescence polarization; in the data active = inhibition above about 34%, passing the limit was not always enough
Target sequence (P53350 whole entry, looked up): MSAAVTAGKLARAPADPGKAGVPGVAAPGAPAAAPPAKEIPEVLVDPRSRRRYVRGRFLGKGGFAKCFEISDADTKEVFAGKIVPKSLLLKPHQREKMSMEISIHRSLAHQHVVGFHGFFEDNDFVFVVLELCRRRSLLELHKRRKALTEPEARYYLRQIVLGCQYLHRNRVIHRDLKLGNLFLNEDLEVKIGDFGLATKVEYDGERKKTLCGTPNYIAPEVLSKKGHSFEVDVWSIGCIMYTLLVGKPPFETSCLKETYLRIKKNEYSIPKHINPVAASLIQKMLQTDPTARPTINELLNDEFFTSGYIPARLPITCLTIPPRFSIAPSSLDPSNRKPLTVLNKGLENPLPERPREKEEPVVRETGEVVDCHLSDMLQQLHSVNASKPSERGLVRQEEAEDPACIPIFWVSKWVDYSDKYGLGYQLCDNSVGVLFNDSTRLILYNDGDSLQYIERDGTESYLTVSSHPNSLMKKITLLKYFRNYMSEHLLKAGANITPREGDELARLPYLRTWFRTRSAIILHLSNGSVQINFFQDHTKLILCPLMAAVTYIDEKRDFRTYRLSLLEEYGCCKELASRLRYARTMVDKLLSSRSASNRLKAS
PLK1 kinase inh = blocks human PLK1 kinase activity | P53350 | recombinant PLK1 kinase, TR-FRET peptide phosphorylation | inhibition, % at 10 µM | hit rate 0.53% among 97,000;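 active = inhibition of 50% or more in the single-concentration screen; inactive = inhibition below 50%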;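 note: 0% = DMSO max control and 100% = H-89 dihydrochloride min control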
CYP2C19 inh = blocks human cytochrome P450 2C19; CYP2C19 Supersomes, luciferin-H EGE luminescence, 30 min; inhibition, % at 5 µM; hit rate 21% among 96,000; AID 778;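 active = CYP2C19 inhibition above a set limit at 5 µM in the primary screen, cut at about 50% in these data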;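 note: plate controls were negative control wells for no effect and 2.5 mM tranylcypromine positive control for full effect; values of inactives mirror those of a sister screen read the other way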
Rev-RRE block = HIV Rev-RRE protein-RNA interaction inhibition; P05866; Rev peptide-RRE RNA binding, FRET; inhibition, % at 8 µM; hit rate 0.79% among 97,000; AID 704;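 active = inhibition above the screen-wide mean plus 3 SD, cut at about 35% in these data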;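 note: 0% = median DMSO wells and 100% = median Neomycin B control wells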
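Assay system: Rev peptide and RRE RNA, both fluorescently labelled; times: 5 min preincubation and 15 min binding, 25 °C; detection: FRET, ex 480 nm, em 540 and 671 nm; read-out basis: % inhibition from 671/540 nm acceptor-to-donor ratio, scaled between controls; benchmarks: DMSO low control, neomycin B high control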
EphB4 ephrin blk = antagonists of human EphB4-ephrin-B2 interaction. P54760. EphB4 LBD / TNYL-RAW-Alexa532 peptide, fluorescence polarization. inhibition, % at 7 µM. hit rate 0.15% among 97,000;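 active = inhibition above the screen-wide mean inhibition plus 3 SD, cut at about 15% in these data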;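 note: 0% = DMSO wells and 100% = excess unlabeled TNYL-RAW peptide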
CYP2C9 act = activators of human CYP2C9; P11712; recombinant CYP2C9, luciferin-H conversion, luminescence; hits give high values; factor 1 = untreated enzyme, 0 = blocked; activation factor at 5 µM; hit rate 1.4% among 96,000; AID 1024;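 active = activation factor of 2 or more for CYP2C9 at a 5 µM dose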;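 note: 0 = sulfaphenazole-blocked wells and 1 = vehicle-only wells; values of inactives mirror those of a sister screen read the other way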
PLAP activator = activators of human placental alkaline phosphatase. P05187. purified PLAP enzyme, luminescent substrate read-out; hits give high values. activation fold at 20 µM. hit rate 1.2% among 96,000. AID 696; in the data active = activation fold above about 2
Target sequence (P05187 whole entry, looked up): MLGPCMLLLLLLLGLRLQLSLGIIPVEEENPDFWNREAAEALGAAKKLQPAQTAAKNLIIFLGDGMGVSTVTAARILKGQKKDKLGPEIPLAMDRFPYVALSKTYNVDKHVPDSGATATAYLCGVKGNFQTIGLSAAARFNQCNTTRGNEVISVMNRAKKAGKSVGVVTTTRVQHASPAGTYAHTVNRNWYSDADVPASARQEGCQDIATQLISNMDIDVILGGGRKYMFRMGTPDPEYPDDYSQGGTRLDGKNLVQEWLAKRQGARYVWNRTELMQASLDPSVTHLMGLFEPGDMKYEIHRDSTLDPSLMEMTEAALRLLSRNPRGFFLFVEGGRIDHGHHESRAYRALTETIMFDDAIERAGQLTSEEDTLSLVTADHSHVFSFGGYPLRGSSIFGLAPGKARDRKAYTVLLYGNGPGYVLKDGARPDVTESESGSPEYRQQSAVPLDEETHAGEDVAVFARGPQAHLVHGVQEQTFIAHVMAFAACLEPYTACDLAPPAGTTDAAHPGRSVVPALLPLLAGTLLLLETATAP
Starred values were filed as active, the others as inactive; nt = not tested or not shown; [ ] = remark or other dose.

CYP2C19 activ	CYP2C9 inhib	Plk1 PBD FP	PLK1 kinase inh	CYP2C19 inh	Rev-RRE block	EphB4 ephrin blk	CYP2C9 act	PLAP activator	smiles
0.5	20	22	-10	51*	12	-3	0.8	1	C/C(N)=C(/C#N)C(=O)COC(=O)c1cc(S(=O)(=O)N2CCCCC2)ccc1C
0.2	97*	-182	-104	83*	134*[fluorescence artefact?]	4	0	1.1	Cc1n[nH]c(C)c1N1C(=O)c2cccc3c(N4CCCCCC4)ccc(c23)C1=O
0.5	-288	14	-17	47	3	1	3.9*	1	O=C(NC1CCCCCC1)C1CCN(S(=O)(=O)c2cccc3cccnc23)CC1
0.8	12	-19	-10	23	1	2	0.9	1	Cc1ccc(C(=O)N/N=C/c2sc(=O)n(Cc3cccc(C(=O)O)c3)c2Cl)cc1
1.1	4	-3	-32	-6	8	1	1	1.3	Cc1cccc(NC(=O)c2c(O)c3cccc4c3n(c2=O)CCC4)n1
0.9	-6	10	-9	11	4	-5	1.1	0.8	Cc1c(Cl)c([N+](=O)[O-])nn1CC(=O)NCc1ccco1
1.1	9	-4	-15	-13	8	-3	0.9	0.9	Cc1nnc(SCc2cn3ccsc3n2)n(N)c1=O
0.1	91*	6	-2	92*	-6	-7	0.1	1.7	O=C(CN1CCN(c2nc(-c3ccccc3)cs2)CC1)NCc1ccc2c(c1)OCO2
0.4	nt	2	-13	64*	1	-1	nt	1	COc1ccc(-c2nnn(CC(=O)NCCc3c[nH]c4ccccc34)n2)cc1OC
0.3	28	-8	-12	69*	11	-8	0.7	0.8	NC(=O)c1ccc(C(F)(F)F)n(Cc2ccccc2Cl)c1=O
0.7	4	21	-3	34	5	-7	1	0.7	c1ccc(Cc2nc3ccccc3o2)cc1
0.6	13	-20	-17	38	-1	-2	0.9	1.2	O=c1[nH]c2ccc(S(=O)(=O)N3CCN(c4ccccc4)CC3)cc2[nH]c1=O
1	19	9	-10	4	6	0	0.8	0.9	Cc1n[nH]c(=O)nc1NCc1ccco1
0.3	65*	-7	-23	71*	6	4	0.4	1	CCOC(=O)CSc1nnnn1-c1cc(OC)ccc1OC
0.5	49	-3	-2	46	2	4	0.5	1.2	CCCCC(OC(=O)c1cc2occc2n1C)C(=O)NCC1CCCO1 (stereo unspecified)
0.5	70*	-16	-8	48	1	8	0.3	1.5	CCOC(=O)N1CCN(C(=O)c2ccc(NC(=O)c3ccc(C)cc3)cc2)CC1
1	0	-16	-6	-3	2	3	1	0.7	O=C(O)C1CC(O)CN1S(=O)(=O)c1cccs1 (stereo unspecified)
0.1	23	-2	-14	86*	2	-5	0.8	1.3	Cc1[nH]c2ccc(C(=O)OCCN(C)C)cc2c1C
0.3	66*	27	-6	69*	6	5	0.3	1.3	O=C1OCCC1Sc1nc2ccccc2n1-c1ccccc1 (stereo unspecified)
0.9	30	0	-5	10	-17	0	0.7	0.8	COC(=O)c1cc2c(-c3ccccc3)cc3ccccn3c-2c1C(=O)OC
0.9	32	-11	2	14	0	-14	0.7	1	COc1ccc(NC(=O)CSc2nnc(CNc3ccc(F)cc3)o2)c(OC)c1
0.9	-11	1	5	6	-3	-9	1.1	1	N=c1sccn1CC(=O)NCCc1ccc(Cl)cc1
0	85*	2	13	99*	2	1	0.1	1	S=c1oc(-c2ccncc2)nn1CCc1ccncc1
0.9	3	-14	7	7	13	2	1	0.9	COc1ccc(OC(C)C(=O)Nc2cccnc2)cc1 (stereo unspecified)
0.9	36	nt	nt	7	nt	nt	0.6	1.2	c1ccc(Cn2nnc3c(Nc4ccc5c(c4)OCO5)nc(C4CC4)nc32)cc1
1	7	nt	nt	3	nt	nt	0.9	0.9	COC(=O)c1cc(COc2ccc3c4c(c(=O)oc3c2)CCCC4)c(C)o1
0.3	91*	-18	-3	72*	1	3	0.1	1.4	COCCNC(=O)c1ccccc1NS(=O)(=O)c1ccc(Br)s1
0.7	48	-27	-6	28	8	3	0.5	1.6	Cc1ccc(Cn2c(C)nc3c(c2=O)c2nc4ccccc4nc2n3Cc2ccco2)cc1
0.1	50*	-11	0	94*	0	-1	0.5	0.8	O=C(Nc1cccc(F)c1)c1ccc2c(c1)OCO2
1.1	19	14	-6	-15	8	0	0.8	1.1	CC(NC(=O)c1ccco1)C1CCCO1 (stereo unspecified)

Three compounds from above, ordered by the value under EphB4 ephrin blk, smallest number first.
structure | CYP2C19 activ | CYP2C9 inhib | Plk1 PBD FP | PLK1 kinase inh | CYP2C19 inh | Rev-RRE block | EphB4 ephrin blk | CYP2C9 act | PLAP activator
N=c1sccn1CC(=O)NCCc1ccc(Cl)cc1 | 0.9 | -11 | 1 | 5 | 6 | -3 | -9 | 1.1 | 1
c1ccc(Cc2nc3ccccc3o2)cc1 | 0.7 | 4 | 21 | -3 | 34 | 5 | -7 | 1 | 0.7
Cc1nnc(SCc2cn3ccsc3n2)n(N)c1=O | 1.1 | 9 | -4 | -15 | -13 | 8 | -3 | 0.9 | 0.9

(list continues)
CYP2C19 activ	CYP2C9 inhib	Plk1 PBD FP	PLK1 kinase inh	CYP2C19 inh	Rev-RRE block	EphB4 ephrin blk	CYP2C9 act	PLAP activator	smiles
1	2	4	0	-4	10	1	1	0.9	CC1=C(C(=O)Nc2ccccc2C)C(c2ccccc2)NC(=O)N1 (stereo unspecified)
nt	nt	-5	-19	nt	-2	1	nt	nt	CCC1CCCCN1C(=O)CSc1nc2c([nH]c3ccccc32)c(=O)n1C (stereo unspecified)
0.9	32	nt	nt	12	nt	nt	0.7	1.1	Cc1nnc(NC(=O)CCCCCN2C(=O)C3C4C=CC(C4)C3C2=O)s1 (stereo unspecified)
0.9	-96	16	-4	7	5	10	2*	1.3	O=C(CN1CCN(C(c2ccccc2)c2ccccc2)CC1)NC(=O)NCc1ccco1
0.1	84*	19	-6	92*	10	0	0.2	1.2	CCOc1ccc(S(=O)(=O)Nc2ccc(S(=O)(=O)Nc3cc(OC)ccc3OC)cc2)cc1
0.8	-3	-4	-2	21	2	4	1	2.2*	CC1=NN(C(=O)c2ccc(Cn3nc(C)cc3C)o2)C(O)(C(F)(F)F)C1 (stereo unspecified)
1	10	-17	-7	1	5	0	0.9	1.5	Nc1nc(CN2CCN(Cc3ccc4c(c3)OCO4)CC2)nc(Nc2ccccc2)n1
nt	nt	1	-10	nt	7	2	nt	nt	CN1CCN(S(=O)(=O)c2ccc(N(C)CC(=O)Nc3ccc(F)cc3)nc2)CC1
1	-5	-21	-5	1	-2	7	1.1	1.1	Cc1cccnc1NC(=O)c1c(O)c2ccccc2n(C)c1=O
0.9	46	-16	-4	10	11	0	0.5	1.4	CCOC(=O)c1sc(NC(=O)CSc2nc(C)cc(-c3ccccc3)n2)c(C#N)c1C
nt	nt	10	-10	nt	2	-2	nt	nt	CCC(NC(=O)C1CCC1)c1ccccc1 (stereo unspecified)
0.4	-51	5	-7	57*	5	6	1.5	1.6	Cc1c(O)c(CN2CCCC2)cc2c1oc(=O)c1ccccc12
0.7	1	0	-8	25	-1	-1	1	1	Cc1cccc(N(Cc2nnc3n2CCCCC3)C(=O)Nc2ccccc2)c1
1.2	28	-13	-12	-22	-1	10	0.7	1.7	COc1ccc(-c2cc(=O)n(-c3nc4ccccc4[nH]3)[nH]2)cc1
0.9	7	-12	7	9	2	-3	0.9	0.8	Fc1cc2nccnc2cc1N1CCSCC1
0.9	17	-9	-8	10	5	-7	0.8	1	O=S(=O)(c1ccc(NCC2CCCCC2)nc1)N1CCOCC1
0.7	-49	-12	-8	34	11	4	1.5	1.1	CSc1nc2c(c(-c3ccc(O)cc3)c1C#N)CCC2
1.1	-12	-9	-11	-13	2	-8	1.1	1.2	Cn1c(=O)c2ncn(CC(=O)NCCOc3ccccc3)c2n(C)c1=O
1	39	10	-8	-2	4	-9	0.6	0.8	COc1c(Cl)cc(-c2noc(C)c2C(=O)NCCc2ccc(C)cc2)cc1Cl
0.4	25	2	-14	58*	7	5	0.7	1	S=C(Nc1cccc2ccccc12)N1CCN(c2ncccn2)CC1
nt	nt	-30	-9	nt	4	4	nt	nt	CCOC(=O)C(NC(=O)c1ccccc1)(OCC1(CC)COC1)C(F)(F)F (stereo unspecified)
1	-102	-20	-8	-5	10	5	2*	0.6	Clc1ccc(Cl)c(Oc2ccc(Oc3nc(Cl)ccc3Cl)cc2)n1
0.4	-174	-22	-5	58*	6	-7	2.7*	1.1	COc1ccccc1NS(=O)(=O)c1ccccc1C#N
0.9	10	-5	-17	14	4	-4	0.9	1.2	COc1ccc(C(=O)/C=C\N2CCOCC2)cc1
1	-15	nt	nt	-3	nt	nt	1.1	0.9	O=C(CSc1ccccc1C(=O)O)Nc1cccc(C(=O)O)c1
0.8	46	-5	-17	15	4	-2	0.5	0.9	Cc1cccc(NC(=O)C2CCCN(S(=O)(=O)c3cccc4nsnc34)C2)n1 (stereo unspecified)
nt	nt	-6	-18	nt	1	-1	nt	nt	COCC(C)NC(=O)COc1ccc(Cl)cc1Cl (stereo unspecified)
0.8	57*	0	-1	16	10	1	0.4	1	Cc1ccc(Cl)cc1Nc1nc(-c2sc(NC(=O)c3ccco3)nc2C)cs1
0.7	13	-14	-7	31	4	-4	0.9	1	COc1cccc(C(=O)Nc2ccc(NC(=O)C3CC3)cn2)c1
1.1	4	-11	-9	-7	5	2	1	1.8	O=C1CC(c2ccccc2)n2nc(NC(=O)c3cccs3)nc2N1 (stereo unspecified)

The closing 2 records of the part before come first, to join the parts.
CYP2C19 activ	CYP2C9 inhib	Plk1 PBD FP	PLK1 kinase inh	CYP2C19 inh	Rev-RRE block	EphB4 ephrin blk	CYP2C9 act	PLAP activator	smiles
0.7	13	-14	-7	31	4	-4	0.9	1	COc1cccc(C(=O)Nc2ccc(NC(=O)C3CC3)cn2)c1
1.1	4	-11	-9	-7	5	2	1	1.8	O=C1CC(c2ccccc2)n2nc(NC(=O)c3cccs3)nc2N1 (stereo unspecified)
0.6	44	27	0	35	0	-4	0.6	1.8	COc1ccc(CN2CCCCC2C(=O)Nc2ccc(OC)c(OC)c2)cc1OC (stereo unspecified)
0.2	-9	3	-5	84*	5	0	1.1	0.7	O=C(CCn1c(=O)sc2ccccc21)Nc1nccs1
0.9	-6	-3	-9	6	7	5	1.1	1.3	Cc1ccc(C2N(c3cccc(Cl)c3)C(=O)C3CCCN32)o1 (stereo unspecified)
0.1	2	nt	nt	86*	nt	nt	1	0.9	CC(C)n1c(CNC(=O)c2ccccc2)nc2ccccc21
0.3	91*	9	-4	71*	3	14	0.1	1.1	O=C(COC(=O)[C@H](Cc1ccccc1)NC(=O)c1ccco1)NCc1ccccc1
1.1	-2	0	-1	-6	1	-9	1	1.4	CCCCn1nc(C(=O)NC2=NCCS2)c2ccccc2c1=O
0.7	0	17	-22	32	18	-10	1	0.9	O=C1C2CC=C(Cl)CC2C(=O)N1CCc1ccccc1 (stereo unspecified)
1.1	-10	nt	nt	-10	nt	nt	1.1	0.9	Cc1cc(C)n(-c2nc3c(c(=O)[nH]c(=O)n3C)n2C)n1
0.9	6	-19	-8	12	7	7	0.9	1.2	CCc1c(C)nc2cc(-c3ccc(OC)c(OC)c3)nn2c1N1CCC(C)CC1
0.9	4	12	-2	14	7	-6	1	0.8	CC(C)C(=O)Nc1ccc(NC(=O)c2ccccn2)cn1
0.4	7	nt	nt	62*	nt	nt	0.9	1	COc1ccc(CNC2CCCCC2C)c(OC)c1 (stereo unspecified)
0.9	34	3	2	14	0	-3	0.7	1.1	CCOc1ccc(C(C)C)cc1S(=O)(=O)Nc1ccc(Cl)cn1
1	6	-10	-6	4	11	1	0.9	1.2	O=S(=O)(N1CCOCC1)N1CCCN(S(=O)(=O)N2CCOCC2)CC1
1.1	-31	-7	-18	-9	4	-3	1.3	1.3	COc1ccccc1C(=O)N(Cc1ccco1)C1CCS(=O)(=O)C1 (stereo unspecified)
